PMI act hi M6P – increases human PMI activity with near-saturating mannose 6-phosphate; P34949; coupled PMI enzyme assay, resazurin fluorescence, 20 min; active compounds read high; 1 = untreated enzyme, 0 = substrate-free blank; activation factor at 20 µM; actives 0.34% (n = 190,000);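 active = activation factor of 2 or more at 20 µM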
Target sequence (P34949 whole entry, looked up): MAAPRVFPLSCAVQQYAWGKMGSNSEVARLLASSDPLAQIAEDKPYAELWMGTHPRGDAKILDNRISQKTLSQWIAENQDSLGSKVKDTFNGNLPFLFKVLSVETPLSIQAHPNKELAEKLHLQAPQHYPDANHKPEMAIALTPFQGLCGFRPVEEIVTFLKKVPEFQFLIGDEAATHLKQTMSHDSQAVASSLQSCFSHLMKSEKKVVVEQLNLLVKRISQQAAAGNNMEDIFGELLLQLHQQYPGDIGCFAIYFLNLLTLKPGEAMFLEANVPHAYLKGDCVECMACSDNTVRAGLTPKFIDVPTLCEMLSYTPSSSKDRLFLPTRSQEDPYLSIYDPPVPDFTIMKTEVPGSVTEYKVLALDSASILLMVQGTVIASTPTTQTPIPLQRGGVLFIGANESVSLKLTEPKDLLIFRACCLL
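Material: human phosphomannose isomerase with PGI, G6PDH, diaphorase coupling enzymes. Quantity: 15 ng/mL PMI. Medium: HEPES pH 7.4 buffer with MgCl2 and Tween-20. Reagent: Near-saturating mannose-6-phosphate, 1.0 mM. Compound: 20 µM single dose. Times: enzyme reaction with compound 20 min at room temperature. Detection: resorufin fluorescence at Ex 544/Em 590 nm.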
TNAP inh hiacc – blocks human TNAP under high phosphate acceptor concentration | P05186 | purified TNAP, CDP-star luminescence, 1 M DEA | inhibition, % at 20 µM | actives 0.03% (n = 200,000) | AID 1135;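 active = over 50% inhibition of tissue-nonspecific alkaline phosphatase at 20 µM in the single-dose screen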;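 also: plate controls were DMSO wells for no effect and EDTA-quenched wells as full inhibition for full effect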
Target sequence (P05186 whole entry, looked up): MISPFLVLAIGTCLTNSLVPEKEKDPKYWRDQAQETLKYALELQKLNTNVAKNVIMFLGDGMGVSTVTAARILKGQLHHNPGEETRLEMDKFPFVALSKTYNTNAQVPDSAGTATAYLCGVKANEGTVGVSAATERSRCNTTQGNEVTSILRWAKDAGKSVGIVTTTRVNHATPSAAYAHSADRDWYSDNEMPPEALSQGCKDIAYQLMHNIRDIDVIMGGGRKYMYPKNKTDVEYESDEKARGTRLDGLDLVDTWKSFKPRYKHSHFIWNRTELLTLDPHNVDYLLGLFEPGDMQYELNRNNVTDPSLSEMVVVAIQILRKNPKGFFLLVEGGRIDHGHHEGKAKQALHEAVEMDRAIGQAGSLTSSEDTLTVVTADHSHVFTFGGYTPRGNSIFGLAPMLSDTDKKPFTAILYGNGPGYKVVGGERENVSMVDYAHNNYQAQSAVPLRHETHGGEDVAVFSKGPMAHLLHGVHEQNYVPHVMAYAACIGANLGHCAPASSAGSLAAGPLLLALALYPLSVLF
Diaph inh CS – counter-screen for diaphorase-based assays: diaphorase inhibitors and chemical oxidizers; inhibition, % at 20 µM; diaphorase resazurin-to-resorufin fluorescence, NADH, 16 min; bacterial (C. kluyveri) enzyme, not human; actives 0.69% (n = 190,000);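 active = primary screen inhibition at 20 µM above a set limit, cut at about 50% in these data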;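 also: plate controls were DMSO with full reaction for no effect and wells lacking NADH for full effect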
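Assay system: diaphorase enzyme from Clostridium kluyveri; Input: enzyme working solution with 0.14 U/mL diaphorase; Timing: 16 min at room temperature; Technique: resorufin fluorescence, excitation 544 nm, emission 590 nm; Benchmarks: positive control minus NADH, DMSO neutral control.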
bIAP activator – intestinal alkaline phosphatase (bovine) activation. activation factor at 20 µM. purified bovine IAP, CDP-star luminescence, 30 min; active compounds read high; fold of DMSO-control signal, blank-subtracted. actives 0.17% (n = 200,000). AID 1016;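 active = activation factor of 2 or more at 20 µM, a signal rise over negative controls twice the positive control's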
bIAP inh – blocks bovine intestinal alkaline phosphatase activity; AID 1019; inhibition, % at 20 µM; purified bovine IAP, CDP-star luminescence, 30 min; 190,000 tested, under 10 active;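 active = over 50% inhibition of intestinal alkaline phosphatase at 20 µM in the single-dose screen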
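Incubation: 30 min reaction at room temperature / Material: purified bovine intestinal alkaline phosphatase (IAP) enzyme / Input: enzyme at 1/65,000,000 dilution / Dosing: 20 µM single dose / Signal: CDP-star luminescence signal / Reagent: CDP-star chemiluminescent phosphatase substrate, 30 µM final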
PMI activator – phosphomannose isomerase (human) activation | P34949 | purified human PMI, coupled resazurin fluorescence, 20 min; active compounds read high; 1 = vehicle control, 0 substrate-free wells | activation factor at 20 µM | actives 0.005% (n = 190,000);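 active = activation factor of 2 or more at 20 µM, relative to plate controls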
TNAP inh noacc – TNAP (human) inhibition, acceptor-free conditions; purified TNAP, CDP-star luminescence, 30 min; inhibition, % at 20 µM; actives 0.26% (n = 200,000); AID 1012;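 active = tissue-nonspecific alkaline phosphatase inhibition above about 50% at 20 µM in the single-dose screen, limit read from the data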;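 also: 0% = DMSO negative control and 100% = EDTA positive control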
Diaph act CS – counter-screen for diaphorase-based assays: diaphorase activators and chemical reducers | Diaphorase/resazurin coupled assay, resorufin fluorescence, 16 min; active compounds read high; 1 = vehicle wells, 0 = NADH-free wells | activation factor at 20 µM | actives 0.005% (n = 190,000) | AID 1229;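 active = diaphorase activity raised at least twofold by the compound at 20 µM; inactive = activation factor below 2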
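Material: purified diaphorase enzyme from Clostridium kluyveri; Also added: 0.114 mM NADH and 0.1 mM resazurin, final amounts; Doses: single compound dose of 20 µM, 1% DMSO final; Times: 16 min enzyme reaction, ambient temperature; Detection: resorufin fluorescence, excitation 544 nm, emission 590 nm; Measure: increased resorufin signal from activators or reducing compounds.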
L major viab – reduces viability of Leishmania major promastigotes | resazurin fluorescence viability | inhibition, % at 10 µM | actives 9% (n = 200,000) | AID 1063; in the data active = inhibition above about 50%;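 also: promastigotes grown with compound for 44 hours at 28 °C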
TNAP act hiacc – increases human TNAP activity under high phosphate acceptor concentration; activation factor at 20 µM; AID 1136; P05186; purified TNAP, CDP-star luminescence, 1 M DEA, 30 min; active compounds read high; 0 = EDTA background, 1 = DMSO-only activity; 200,000 tested, under 10 active;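 active = activation factor at least 2 at 20 µM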
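Measured by: Luminescent substrate turnover signal | Test system: Human TNAP | Input: TNAP 1/800 final | Dosing: 20 µM single point | Schedule: 30 min, room temperature | Controls: EDTA wells as negative control, DMSO wells as positive control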
* hit, by the source's call; · = not tested or not shown.

SMILES	PMI act hi M6P	TNAP inh hiacc	Diaph inh CS	bIAP activator	bIAP inh	PMI activator	TNAP inh noacc	Diaph act CS	L major viab	TNAP act hiacc
O=C(CCC(=O)OCCCC(F)(F)C(F)(F)F)NC1CCCCC1	1	4	3	1	1	0.9	-4	1	-6	1
CN(C)/C=N/S(=O)(=O)c1ccc(Cl)cc1	1	-1	2	0.9	11	1.1	-9	1	-3	1
COc1ccc(CC2(C)OC(c3ccc(C)cc3)=NN2C(C)=O)cc1 (configuration not stated)	1	-10	20	1	0	0.9	-11	0.8	10	1.1
CCOC(=O)CN(C(=O)CSc1nnc(-c2ccc(OC)c(OC)c2)o1)c1ccccc1	1	-8	16	1	4	1	-12	0.8	1	1.1
CCOC(=O)c1nc2ccccc2s1	1	-4	8	1	3	1	-14	0.9	-2	1
CCCCCn1c2nc3ccccc3nc2c2c(=O)n(CC(C)C)cnc21	1	0	6	0.9	10	1	-11	0.9	5	1
COc1ccc(Cl)cc1NC(=O)c1ccoc1C	1	-8	8	0.8	19	1	-6	0.9	0	1.1
CCn1cc(C(=O)O)c(=O)c2cc(F)c(N/N=C/c3ccccc3[N+](=O)[O-])cc21	1.1	5	-12	0.9	8	0.9	4	1.1	78*	1
CN1CCN(Cc2c(O)ccc3cc(Br)ccc23)CC1	0.4	-2	36	1	-2	0.6	-4	0.6	-4	1
O=C(c1ccc(Cl)cc1Cl)N1CCC(c2nc3c(nnn3Cc3ccco3)c(=O)[nH]2)CC1	0.9	-3	22	1	1	0.9	-12	0.8	-1	1
Nc1nnc(SCC(=O)OCC(=O)NC2CCCCC2)s1	1	0	7	0.9	6	1	-7	0.9	1	1
C=CCNC(=S)N1CCN(Cc2ccccc2)CC1	1.1	-5	6	1	0	1	-9	0.9	-6	1.1
CS(=O)(=O)N(CC(=O)N1CCN(Cc2ccccc2)CC1)c1ccc2c(c1)OCCO2	0.9	-3	13	1	-1	0.9	-10	0.9	0	1
CCCNC(=O)CN(C)CC(=O)Nc1ccccc1C#N	0.9	-6	7	1	-2	0.9	-14	0.9	-5	1.1
COc1ccc(N2CCN(C(=O)C3CCN(S(=O)(=O)c4ccccc4)CC3)CC2)cc1	0.8	2	21	1	2	0.9	-2	0.8	2	1
CCN(CC)S(=O)(=O)c1cccc(C(=O)N2CCCCC2)c1	1	-6	10	0.9	10	1	-5	0.9	-9	1.1
CCCCOc1cccc(C(=O)Nc2ccc(N3CCN(CC)CC3)cc2)c1	0.9	-3	8	1	1	0.9	-11	0.9	-3	1
CNCC(O)COc1cccc(OC)c1 (configuration not stated)	0.9	0	6	1	5	1	-8	0.9	-3	1
O=C(/C=C/c1cn(-c2ccccc2)nc1-c1cccnc1)NCCN1CCOCC1	0.9	2	-1	1.1	-14	0.9	1	1	-3	1
CCN(CC)S(=O)(=O)c1ccc2c(c1)nc(CCC(=O)OCc1c(C)noc1C)n2C	1.1	-3	2	1.1	-11	1.1	-12	1	4	1
CN(CC(=O)O)S(=O)(=O)/C=C/c1ccccc1	1	-6	4	0.9	8	1	-16	1	-2	1.1
CC(=O)N1N=C(c2cccc([N+](=O)[O-])c2)OC1c1ccccc1Cl (configuration not stated)	1	-2	14	0.9	10	1	-6	0.9	12	1
CCN1CCN(c2ccc(S(=O)(=O)N3CCCCC3)cc2NC(=O)c2ccc(F)cc2)CC1	1.2	-3	0	1	1	1.1	-7	1	-2	1
COc1ccc(N2CC(O)=C(c3nc(-c4ccc(F)cc4)cs3)C2=N)cc1Cl	1.1	-3	-9	1.1	-6	1	-6	1.1	0	1
C=CCn1c2[n+](c3ccccc3c1=O)CCCCC2	1.4	-3	28	0.9	6	0.3	-13	0.7	-3	1
CCOC(=O)c1cnc(SC)nc1Sc1ccc(Cl)cc1Cl	1	-9	16	0.9	11	1	-11	0.8	-2	1.1
Cn1c(=O)c2c(nc(NCc3ccco3)n2CC(O)CO)n(C)c1=O (configuration not stated)	0.9	-2	1	1	2	0.9	-4	1	-2	1
COc1cc(CNCc2cccnc2)ccc1OCC(=O)NC(C)(C)C	1	-4	4	0.9	6	1	-5	1	92*	1
COCCn1c(SCc2nc3scc(-c4ccc(Cl)cc4)c3c(=O)[nH]2)nnc1-c1cccc(C)c1	0.8	-2	29	0.5	49	0.8	-3	0.7	-5	1
CC(C)CC(c1nnnn1CCc1ccccc1)N1CCC(C(N)=O)CC1 (configuration not stated)	1	-3	14	1	-4	1	-6	0.9	-2	1
O=C(NCCc1nc2ccccc2[nH]1)/C(=C/c1ccco1)NC(=O)c1ccc(Br)cc1	1	6	18	0.9	7	0.9	-6	0.8	-1	0.9
CN(C)S(=O)(=O)N1CCC(c2ccc(F)cc2)C(COc2ccc3c(c2)OCO3)C1 (configuration not stated)	0.8	-3	27	1	2	0.8	-8	0.7	17	1
Cc1ccc2ccccc2[n+]1CCCS(=O)(=O)[O-]	1	0	7	0.9	6	1	-12	0.9	4	1
CC(=O)Nc1ccc(N(C)S(C)(=O)=O)cc1	1.1	-2	11	0.9	10	1.1	6	0.9	-5	1
Cc1ccc(NC2CC(=O)N(c3cccc([N+](=O)[O-])c3)C2=O)cc1 (configuration not stated)	0.9	-6	18	1	4	0.9	-7	0.8	-3	1.1
Cc1cc(=O)c2cccc(Br)c2[nH]1	1	-3	8	0.9	9	0.9	-9	0.9	2	1
C/C(=N\NC(=O)Cn1c(-c2ccccn2)nc2ccccc21)c1ccccc1	0.9	0	16	1	-3	1	-15	0.8	68*	1
Cc1csc(NC(=O)C2CC(=O)N(Cc3ccco3)C2)n1 (configuration not stated)	0.9	1	5	1	2	1	-12	0.9	-2	1
O=C(Oc1ccc(N(Cc2cccs2)C2=NS(=O)(=O)c3ccccc32)cc1)c1ccc(Cl)cc1	1	5	6	1.1	-8	1	-4	0.9	1	1
Cc1cc(C)n(-c2ccc(C(=O)Nc3cccc([N+](=O)[O-])c3)cc2)n1	1	1	9	1.1	-6	0.9	-10	0.9	13	1
Cc1nn(C(C)C(=O)NCCCc2ccccc2)c(=O)c2cc3occc3n12 (configuration not stated)	1	-6	7	0.7	30	0.9	-8	0.9	-1	1.1
O=C(OCc1cc(=O)n2cc(Br)ccc2n1)c1ccc(Cl)c(S(=O)(=O)NCc2ccccc2)c1	0.9	-6	23	0.9	13	0.9	-7	0.8	-5	1.1
CCOC(=O)c1nnn(-c2nonc2N)c1-c1ccc(OCC)cc1	0.9	1	9	0.9	6	0.9	-8	0.9	13	1
CCOc1ccc(N2C(=O)CC(N3CCOCC3)C2=O)cc1 (configuration not stated)	1	-7	-5	1.1	-6	1	-4	1.1	-7	1.1
COc1ccc(/C=C/C(=O)c2cc3c(cc2N)OCO3)cc1	0.6	16	15	0.5	·	0.9	9	0.8	25	0.8
Cc1ccc(/C(O)=C2/C(=O)C(=O)N(CCN3CCOCC3)C2c2cccnc2)cc1 (configuration not stated)	1.3	0	16	0.8	18	1.2	-6	0.8	-9	1
COc1ccc(CCN(C)C(=O)CSc2nnnn2C)cc1OC	1.1	-9	-8	1.1	-14	1.1	-6	1.1	-4	1.1
CSc1ccc(/C=N/Nc2ccc(Cl)c(C(=O)O)c2)cc1	2.4*	-4	9	1	4	1.7	-16	0.9	-14	1
Cc1ccc(OCC(=O)N2CCN(C(=O)c3cccnc3)CC2)cc1	1	3	5	1	-4	1	-3	0.9	-5	1
O=[N+]([O-])c1cccc(C(=Nc2ccc(Cl)cc2)NO)c1	0.9	-1	19	0.7	27	0.8	-7	0.8	5	1
COc1cccc(C2=NOC(C(=O)N3CCN(C(=O)c4ccco4)CC3)C2)c1 (configuration not stated)	0.9	3	11	0.9	8	0.9	-4	0.9	19	1
CC(c1ccccc1)c1nnc(N)s1 (configuration not stated)	0.9	0	12	1	4	0.9	-6	0.9	2	1
S=C1NNC2(NN1)C1CC3CC(C1)CC2C3	1.2	4	6	1	1	1.1	-1	0.9	-3	1
COc1ccc(OCC(=O)OC2CCN(C)CC2)cc1	0.9	-3	10	1	-2	0.8	-4	0.9	0	1
C/C(=N/NC(=O)CNC(=O)C1COc2ccccc2O1)c1cccc(O)c1 (configuration not stated)	1	-5	6	1.1	-5	1	-9	0.9	-8	1
Cc1ccc(CN(C)C(=O)CC2C(=O)NCCN2CC2CCCCC2)cc1 (configuration not stated)	0.8	-9	0	1	2	0.9	-9	1	1	1.1
CCCc1nc2c(=O)n(C)c(=O)[nH]c2n1C	0.8	-6	25	0.9	12	0.8	-4	0.8	-2	1.1
O=[N+]([O-])c1cc(Cl)cc(/C=N\Nc2ccccn2)c1O	1.1	14	9	0.8	21	1.2	15	0.9	98*	0.9
COC(=O)c1nnn(CC(=O)NC(=O)Nc2ccccc2F)c1C(=O)OC	1.1	2	2	1	4	1.1	16	1	-4	1
O=C(CCN1C(=O)/C(=C/c2ccccc2)SC1=S)NNC(=O)c1ccncc1	1	0	-8	1.1	-12	1.1	-78	1.1	2	1
CC(=O)Nc1cnc(NC(=O)c2cccc(F)c2)cc1C	1	2	-9	1	-2	1.1	-3	1.1	-5	1
COc1cccc(-n2cc(CN(C)Cc3nc(Cc4ccccc4)no3)cn2)c1	1	-7	-4	1	4	1	-12	1	1	1.1
CCn1c(SCC(=O)NCc2ccco2)nc2c(c1=O)SC(C)C2 (configuration not stated)	1.1	-3	10	1	0	1	-13	0.9	-2	1

Single records, from the list above:
COc1ccc(OCC(=O)OC2CCN(C)CC2)cc1 is entered as PMI act hi M6P = 0.9; TNAP inh hiacc = -3; Diaph inh CS = 10; bIAP activator = 1; bIAP inh = -2; PMI activator = 0.8; TNAP inh noacc = -4; Diaph act CS = 0.9; L major viab = 0; TNAP act hiacc = 1
CCOC(=O)c1nc2ccccc2s1 is entered as PMI act hi M6P = 1; TNAP inh hiacc = -4; Diaph inh CS = 8; bIAP activator = 1; bIAP inh = 3; PMI activator = 1; TNAP inh noacc = -14; Diaph act CS = 0.9; L major viab = -2; TNAP act hiacc = 1
Cc1ccc2ccccc2[n+]1CCCS(=O)(=O)[O-] is entered as PMI act hi M6P = 1; TNAP inh hiacc = 0; Diaph inh CS = 7; bIAP activator = 0.9; bIAP inh = 6; PMI activator = 1; TNAP inh noacc = -12; Diaph act CS = 0.9; L major viab = 4; TNAP act hiacc = 1

Assay outcomes (PubChem BioAssay)
